Mtb FBA inh: Mtb FBA enzyme inhibitors, primary screen, biochemical, fluorescence, strain H37Rv; 2.3% of 360,000 active; inhibition, % at 1 µM; Fructose-bisphosphate aldolase (Mycobacterium tuberculosis (strain ATCC 25618 / H37Rv)), …; purified M. tuberculosis FBA, fluorescence read-out; in the data active = inhibition above about 27%;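 note: 0% = vehicle and 100% = reference inhibitor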
Target sequence (P9WQA3 whole entry, looked up): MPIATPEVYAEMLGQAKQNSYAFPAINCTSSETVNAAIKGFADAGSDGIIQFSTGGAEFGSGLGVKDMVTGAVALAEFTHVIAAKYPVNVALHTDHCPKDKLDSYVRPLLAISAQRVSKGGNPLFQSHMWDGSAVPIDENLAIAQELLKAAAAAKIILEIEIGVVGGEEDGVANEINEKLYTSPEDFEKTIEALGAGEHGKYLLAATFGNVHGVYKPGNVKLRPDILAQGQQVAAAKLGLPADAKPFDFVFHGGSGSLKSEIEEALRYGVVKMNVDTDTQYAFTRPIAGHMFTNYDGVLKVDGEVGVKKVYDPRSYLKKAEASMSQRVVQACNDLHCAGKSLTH
CCHFV vOTU inh: CCHFV vOTU protease inhibitors, primary screen, biochemical, Pep-AMC substrate, fluorescence | Crimean-Congo hemorrhagic fever virus L polyprotein viral ovarian tumor (vOTU) protease … | inhibition, % at 11.5 µM | 0.55% of 370,000 active | AID 651958, 2012; note: 0% = vehicle wells with enzyme and 100% = no enzyme wells
PrPC TRFRET: inhibitors of human cell surface prion protein PrPC, primary screen, cell-based, TR-FRET | Major prion protein (Homo sapiens), P04156 | TR-FRET read-out | inhibition, % at 13.8 µM | 0.43% of 370,000 active | AID 720596, 2013; in the data active = inhibition above about 24%; note: 0% = median of the test wells and 100% = reference compound wells
BoNT-F LC inh: BoNT/F light chain protease inhibitors, primary screen, biochemical, flow cytometry, MLPCN library. 0.22% of 360,000 active. Multiplex microsphere protease cleavage assay. inhibition, % at 10 µM. Botulinum neurotoxin type F light chain protease (Clostridium botulinum); in the data active = inhibition above about 35%, passing the limit was not always enough; inconclusive = no clear call, values can overlap the other calls; note: plate controls were buffer without enzyme for full effect and enzyme alone for no effect
BoNT-A LC inh2: BoNT/A light chain protease inhibitors, primary screen, biochemical, flow cytometry, MLPCN library; multiplex microsphere protease substrate cleavage; inhibition, % at 10 µM; 0.17% of 360,000 active; in the data active = inhibition above about 30%; inconclusive = no clear call, values can overlap the other calls; note: plate controls were buffer without enzyme for full effect and enzyme alone for no effect
GDH-TPI counter: GDH-TPI coupling enzyme inhibitors, primary screen, artefact control for M. tuberculosis FBA inhibitor project, biochemical, absorbance, full deck; GDH-TPI coupled enzyme counterscreen, NADH absorbance; inhibition, % at 4.8 µM; 1.2% of 360,000 active;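 note: 0% = DMSO wells and 100% = wells lacking the enzyme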
BioA inh: M. tuberculosis BioA enzyme inhibitors, primary screen, biochemical, plate reader, single point, HTS; purified M. tuberculosis BioA enzyme; inhibition, % at 9.99 µM; 0.096% of 360,000 active; AID 602481, 2012; in the data active = inhibition above about 40%; inconclusive = no clear call, values can overlap the other calls
FadD28 binding: inhibitors of FadD28 bisubstrate probe binding, primary screen, biochemical, fluorescence polarization, single point | Mycobacterium tuberculosis FadD28 fatty-acid-AMP ligase | 0.22% of 360,000 active | inhibition, % at 12.5 µM | AID 588549, 2011; in the data active = inhibition above about 8.5%, passing the limit was not always enough; inconclusive = no clear call, values can overlap the other calls
UGM FP inh: M. tuberculosis UGM enzyme inhibitors, primary screen, biochemical, fluorescence polarization, single point | inhibition, % at 10 µM | UDP-galactopyranose mutase (Mycobacterium tuberculosis (strain ATCC 25618 / H37Rv)), … | AID 504406, 2011 | purified UGM, fluorescence polarization probe displacement | 0.06% of 320,000 active; in the data active = inhibition above about 10%, passing the limit was not always enough; inconclusive = no clear call, values can overlap the other calls
Target sequence (P9WIQ1 whole entry, looked up): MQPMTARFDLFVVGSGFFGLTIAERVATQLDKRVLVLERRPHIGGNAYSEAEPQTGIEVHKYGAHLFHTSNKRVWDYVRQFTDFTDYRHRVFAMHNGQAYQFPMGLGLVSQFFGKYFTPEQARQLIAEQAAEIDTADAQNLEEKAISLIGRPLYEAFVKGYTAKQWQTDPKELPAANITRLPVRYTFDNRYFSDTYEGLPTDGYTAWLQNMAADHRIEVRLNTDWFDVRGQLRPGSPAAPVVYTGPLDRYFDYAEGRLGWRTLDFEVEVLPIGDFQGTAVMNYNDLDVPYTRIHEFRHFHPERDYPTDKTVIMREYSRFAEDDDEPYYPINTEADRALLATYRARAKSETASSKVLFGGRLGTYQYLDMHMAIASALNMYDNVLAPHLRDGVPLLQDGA
Active calls of the source: *; ? = inconclusive; / = no result given; + = active, no number; & = joins results of further samples. Cut-off read from the data, not from the text of the source, unless noted: active = inhibition above about 30%; inactive = the rest. Compounds as they come, and some 4.8% of all compounds hit somewhere here.

Results follow in this order: Mtb FBA inh, CCHFV vOTU inh, PrPC TRFRET, BoNT-F LC inh, BoNT-A LC inh2, GDH-TPI counter, BioA inh, FadD28 binding, UGM FP inh
- CCCCn1c(=O)c(C(=O)OCC)c(O)c2ccccc21
  2.5, 19.6, -2.8, -0.5, -0.3, 6.4, 1.7, -3.0, 4.5
- CC(=O)C1C(c2cn(-c3ccccc3)nc2-c2cccs2)NC(=O)NC1(O)C(F)(F)F (configuration not stated)
  2.0, /, /, 7.5, 0.6, 4.4, /, -1.3, 1.1
- Cn1cnc2c(cnn2C)c1=O
  2.2, 0.1, -1.8, -8.6, -0.6, 5.3, -0.9, -0.9, /
- O=C(Cc1ccc(F)cc1)OCn1nnc2ccccc2c1=O
  -1.2, -4.8, -1.8, 1.1, 0.2, -0.5, -1.7, -2.0, 1.0
- Cc1cc(C)cc(C(=O)NCC(=O)OCC(=O)Nc2ccc(C)cc2Br)c1
  -6.9, 10.5, -0.9, -6.9, 0.0, -4.9, -0.2, -3.9, -1.0
- O=C(Oc1cccc(F)c1)c1ccc2c(=O)n3c(nc2c1)CCC3
  -0.3, 6.6, 3.4, -0.6, 0.4, 4.3, -1.3, -1.5, 3.1
- Cc1ccccc1-c1ncc(CN2CCC(CO)(CCCc3ccccc3)CC2)cn1
  3.1, -1.9, -11.1, -1.5, 0.9, 1.3, /, -0.1, 1.3
- CCN1CCN(C(=O)CCc2nnc3ccc(N4CCN(c5cccc(OC)c5)CC4)nn23)CC1
  -0.2, -5.3, -2.0, /, /, 6.1, -0.1, -2.7, -2.9
- COc1ccc(C(=O)CSc2nc(C)cc(=O)[nH]2)cc1
  1.6, 2.2, -5.4, -3.3, -0.4, 0.9, 1.3, -0.1, -2.5
- COC(=O)COc1ccc(S(=O)(=O)NCc2ccccn2)cc1
  2.7, 2.4, -4.9, -60.3, -2.4, 7.7, -2.2, -2.3, -5.1
- CC(C)NC(=O)c1cc2cc(Br)ccc2oc1=O
  3.3, -0.8, -2.9, 1.2, 0.7, 13.7, -1.4, -0.2, -1.5
- O=C(NCc1ccccc1Cl)C1CCCO1 (configuration not stated)
  -2.2, 9.2, -4.2, -0.5, 0.1, -11.5, -1.7, -3.7, 0.3
- COCCn1c(-c2cccs2)nc2nc3ccccc3nc21
  +, -340.4, -40.5, 16.6, 5.7, 19.2, 0.1, -2.9, 1.4
- CC(C)CC(NC(=O)C1CCC(C)CC1)C(=O)Nc1cccnc1 (configuration not stated)
  -12.6, -7.3, 6.0, -1.1, 0.0, -13.3, 0.6, -4.9, -0.6
- COC(=O)N(c1ccccc1)P1(=S)OCCO1
  -2.4, -12.2, -4.3, 6.4, 0.8, -2.8, -1.4, -0.5, -4.1
- CCCCCCCC(=O)Nc1cc(C(=O)NCCC)ccc1N1CCC2(CC1)CC(c1cccc(Br)c1)=NO2
  0.1, -5.4, -0.9, -6.0, -0.5, 2.2, -1.9, -1.8, 0.9
- COCCNc1nc(NCc2cccc(OC)c2OC)c2sccc2n1
  3.5, -12.8, -9.6, -8.3, 0.4, 15.0, 0.6, -0.1, /
- CC(=O)c1cccc(NC(=O)N2CCc3ccccc3C2)c1
  -1.1, 3.5, 6.8, -1.9, 1.6, 17.9, /, -4.9, 5.5
- COc1ccc(OC)c(NC(=O)c2cc3c(Cl)nc4ccccc4c3s2)c1
  -4.0, 4.9, 4.6, -4.2, 0.1, 5.0, /, 0.6, 1.7
- O=C(Cc1ccc(F)cc1)Nc1cccc(S(=O)(=O)N2CCCC2)c1
  -3.3, -4.3, 4.8, -4.2, 2.0, -0.7, /, -2.6, -2.5
- CCOC(=O)C1(C)CCN1C(=O)c1cccc(Cl)c1 (configuration not stated)
  -0.2, 4.6, -6.8, -5.3, -0.6, 10.8, -1.4, -1.7, /
- COc1ccc(C(=O)NNC(=S)NC(=O)c2ccc(OC)cc2)cc1
  -0.8, 0.0, -2.6, ?, 4.7, 14.7, 6.9, 0.7, 1.4
- CCOC(=O)N1CCC(NC(=O)c2cc(S(=O)(=O)N(CC)CC)ccc2F)CC1
  -4.7, /, /, 2.8, 0.2, 5.6, -1.9, -4.1, 3.4
- CCOc1cc(C(C(=O)NCC2CCCO2)N(C(=O)Cn2nnc3ccccc32)c2ccccc2C)ccc1O (configuration not stated)
  -8.9, 1.4, 7.5, 13.6, 0.3, -6.9, 1.4, -2.6, -0.9
- Cc1occc1C(=O)Nc1cccc(C(=O)NCc2ccccc2)c1
  1.5, 1.2, 9.1, -5.6, -0.3, 17.7, /, -3.1, 1.0
- Cc1ccc(S(=O)(=O)N2c3ccccc3NC(=O)C2CC(=O)Nc2ccccc2)cc1 (configuration not stated)
  1.4, 4.5, 3.5, -17.6, 0.6, 13.7, 0.1, -2.8, -1.8
- CC(Sc1nnc(N)s1)C(=O)Nc1nccs1 (configuration not stated)
  -1.1, 1.2, 2.1, -0.5, -1.0, 0.3, -1.6, -3.8, -0.4
- O=c1c2sccc2nc(SCc2cc(=O)n3cc(Br)ccc3n2)n1Cc1ccccn1
  4.3, -12.7, -4.7, -1.5, 1.0, 9.3, /, 0.0, 0.3
- Cc1ccc(S(=O)(=O)Cc2nc3ccccc3c(=O)[nH]2)cc1
  4.9, -2.7, 5.6, -2.4, 0.0, 1.9, -1.0, -3.6, -3.0
- CC1(C)NC(=O)N(CC(=O)NNC(=O)c2ccccc2F)C1=O
  -2.2, 1.3, -2.1, 5.7, 3.4, -5.4, -1.6, -1.1, -5.4

Results follow in this order: Mtb FBA inh, CCHFV vOTU inh, PrPC TRFRET, BoNT-F LC inh, BoNT-A LC inh2, GDH-TPI counter, BioA inh, FadD28 binding, UGM FP inh
- COc1cc(OC)cc(C(=O)Nc2ccc3nc4n(c(=O)c3c2)CCCC4)c1
  2.1, -3.5, 8.7, -35.2, -5.1, 9.3, 1.1, -1.9, -1.4
- O=C(/C=C/c1cccc(Cl)c1)c1ccc([N+](=O)[O-])o1
  -0.6, 9.0, 0.3, -2.9, 0.0, 17.1, -0.5, -1.8, 0.6
- CN(NS(=O)(=O)c1ccccc1)C(=O)c1ccccc1
  -2.2, 12.9, 8.0, -2.0, -0.1, 0.4, 0.0, -2.9, /
- CN(C)CCN1C(=O)c2oc3ccc(Cl)cc3c(=O)c2C1c1cccc(Br)c1 (configuration not stated)
  4.2, -14.2, 4.0, -8.2, -0.7, -2.3, -0.1, -3.3, -1.3
- CCOC(=O)C1=C(C)NC(C)=C(C(=O)OCCNC(=O)c2cccnc2)C1c1cccc([N+](=O)[O-])c1 (configuration not stated)
  1.3, /, /, 6.1, 0.5, 19.6, 2.6, -1.1, 0.4
- CC(=O)c1cn(-c2ccc(Cl)cc2)c(=O)n(Cc2ccc(Br)cc2)c1=O
  0.5, -12.2, -5.3, -3.0, -0.5, -3.7, /, 0.3, -0.4
- O=C(O)CCc1nnc(SCC(=O)Nc2cccc(C(F)(F)F)c2)[nH]c1=O
  -3.3, -0.3, 1.8, 3.5, -0.5, -6.3, /, -2.4, 1.3
- CC(=O)C1CCC2C3C(N4CC4)CC4=CC(=O)CCC4(C)C3CCC12C (configuration not stated)
  -2.2, 1.4, -1.2, -5.0, 0.0, -0.9, /, -2.4, /
- CCNc1nc(NCC)n2c(SCC(=O)Nc3c(C)cccc3C)nnc2n1
  4.9, 1.4, -1.2, ?, ?, -0.3, /, 0.0, /
- CC(=O)c1ccc(NC(=O)C2CC2c2ccccc2)cc1 (configuration not stated)
  -3.0, 5.9, 7.6, ?, -2.6, 8.8, /, -4.0, 5.7
- O=C(CCc1nnc(C2CCCCC2)o1)NCc1cccc(-n2cccn2)c1
  1.1, 18.1, 1.7, -0.2, -0.2, -11.6, /, -1.7, ?
- COc1ccc(C(=O)NC(=O)NC2(C(Cl)(Cl)Cl)OCCO2)cc1
  -1.2, -11.4, 0.2, -3.2, -1.2, -1.3, -1.6, -0.3, 1.3
- O=C(NCC1CCCCC1)c1ccc(F)cc1Cl
  1.3, -13.7, -4.9, ?, -1.1, 4.4, -0.7, -4.2, -4.2
- CCOC(=O)c1ccc(N=c2sc(C(=O)OC)cc(=O)n2CCCN2CCOCC2)cc1
  -1.9&-0.5, 10.1&-11.2, -16.5&-13.2, 11.4&-1.7, -0.3&0.3, 14.6&14.8, 0.4&-1.6, -3.0&-0.2, 0.5&-1.0
- O=[N+]([O-])c1cccc(N(CC(O)CN2CCCCC2)S(=O)(=O)c2ccccc2)c1 (configuration not stated)
  -0.1, -1.7, -5.6, -5.2, -2.2, 1.9, -2.5, -0.3, -1.2
- CCCCOc1ccc(C(=O)OCC(=O)Nc2cc(C)on2)cc1
  6.4, 1.8, 5.6, 4.1, -0.8, 4.4, /, -0.3, 0.1
- O=C(CC1(O)C(=O)N(CCc2ccccc2)c2ccccc21)c1ccccn1 (configuration not stated)
  1.8, 2.4, -13.4, -2.8, -0.6, -4.5, 0.3, -1.9, 1.9
- CC1(C)CC(=O)C=C(Nc2ccc(S(N)(=O)=O)cc2)C1
  2.3, -1.4, -0.6, -5.2, -0.5, 38.1*, 1.6, -3.8, -3.1
- O=S1(=O)CC(N2CCC(c3ccccc3)CC2)CN1C1CCCCC1 (configuration not stated)
  4.9, 6.0, -5.0, -4.1, -1.0, /, 7.7, -5.4, /
- Cc1n[nH]c(=S)n1/N=C/c1ccc(OCc2ccc(Cl)cc2)cc1
  3.6, 6.7, 3.8, 3.8, 1.5, 6.4, 0.0, -5.5, 0.3
- CN(C)/C=C/C(=O)c1ccc(Cl)cc1Cl
  -0.7, 4.2, -5.0, 4.4, 0.9, 2.2, /, -2.5, -1.3

Taken from above:
Result for `Cc1n[nH]c(=S)n1/N=C/c1ccc(OCc2ccc(Cl)cc2)cc1` under Mtb FBA inh: 3.6
Result for `O=C(NCC1CCCCC1)c1ccc(F)cc1Cl` under BioA inh: -0.7

Rewritten in markdown: 3 of the compounds above.
| mol | Mtb FBA inh | CCHFV vOTU inh | PrPC TRFRET | BoNT-F LC inh | BoNT-A LC inh2 | GDH-TPI counter | BioA inh | FadD28 binding | UGM FP inh |
| --- | --- | --- | --- | --- | --- | --- | --- | --- | --- |
| CN(NS(=O)(=O)c1ccccc1)C(=O)c1ccccc1 | -2.2 | 12.9 | 8.0 | -2.0 | -0.1 | 0.4 | 0.0 | -2.9 | / |
| Cc1n[nH]c(=S)n1/N=C/c1ccc(OCc2ccc(Cl)cc2)cc1 | 3.6 | 6.7 | 3.8 | 3.8 | 1.5 | 6.4 | 0.0 | -5.5 | 0.3 |
| O=C(NCC1CCCCC1)c1ccc(F)cc1Cl | 1.3 | -13.7 | -4.9 | ? | -1.1 | 4.4 | -0.7 | -4.2 | -4.2 |

Screening results: PubChem BioAssay, several laboratories
